NTR1 ag: NTR1-driven beta-arrestin-GFP spot formation – imaging, U2OS cells, high content, primary screen (AID 493036); activation, % at 20 µM; hit rate 0.17% among 330,000; P30989; agonist mode;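 active = activation at or above 40% of the spot to cytoplasm intensity ratio, with at least 20 cells analyzed; inconclusive = wells under 20 cells, flagged as cytotoxic or low count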;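 note: 0% = DMSO without peptide and 100% = 100 nM NTR1 peptide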
Target sequence (P30989 whole entry, looked up): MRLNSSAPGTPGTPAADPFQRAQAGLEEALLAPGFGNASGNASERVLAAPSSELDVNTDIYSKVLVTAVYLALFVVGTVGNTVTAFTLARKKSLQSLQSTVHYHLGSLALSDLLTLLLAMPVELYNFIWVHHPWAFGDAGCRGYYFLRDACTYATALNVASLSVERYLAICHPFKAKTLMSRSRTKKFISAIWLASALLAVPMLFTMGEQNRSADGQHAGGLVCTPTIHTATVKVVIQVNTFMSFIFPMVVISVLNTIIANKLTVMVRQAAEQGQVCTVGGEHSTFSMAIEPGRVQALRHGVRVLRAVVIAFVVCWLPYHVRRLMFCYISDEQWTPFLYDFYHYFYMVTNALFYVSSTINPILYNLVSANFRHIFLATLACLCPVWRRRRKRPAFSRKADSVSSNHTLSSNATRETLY
T cell HTS: T cell immune modulation candidate | calls only at 7 µM | 2C CD8+ T cell-vesicle binding, flow cytometry; stronger effect = lower value | hit rate 0.068% among 330,000;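 active = response, share of CD8 T cells binding vesicles, and their 90th percentile fluorescence all below set limits, cut at about 80% in these data, passing the limit was not always enough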
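Material: 2C TCR transgenic mouse naive CD8+ T cells, MACS-purified. Also added: QL9-charged Drosophila Ld/ICAM-1/B7-1 vesicles. Timing: binding 1.5 h at 37 °C. Measured by: high-throughput flow cytometry with anti-B7-1 and anti-CD8 staining. Read-out: percent CD8+ FL2 mean versus row control. Controls: Unloaded micro-vesicles (low), QL9 vesicles with 0.7% DMSO (high).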
LYP inhibition: inhibitors of LYP phosphatase, biochemical, fluorescence intensity, uHTS (AID 1779) | inhibition, % at 11.5 µM, or IC50 in µM where a hit was titrated | recombinant LYP phosphatase, fluorescence intensity; higher % means a stronger effect | hit rate 0.054% among 290,000; in the data active = inhibition above about 50%;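 note: plate controls were vehicle with enzyme for no effect and no enzyme for full effect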
Large T inhibition: TAg ATPase/helicase activity blockers – biochemical (AID 1903); SV40 large T antigen ATPase/helicase inhibition assay; higher % means a stronger effect; hit rate 0.39% among 310,000; inhibition, % at 20 µM, or IC50 in µM where a hit was titrated; in the data active = a potency from the dose series; inconclusive = inhibition mostly from about 32% at the one dose, without a potency; inactive = the rest, 99 in 100 with inhibition below about 32%; note: strong numbers were not always called active
Rac1 GTP hydrolysis: MgcRacGAP GTPase-activating activity inhibitors, confirmation, biochemical, ADP Hunter fluorescence | MgcRacGAP-stimulated Rac1 GTP hydrolysis, ADP Hunter fluorescence; higher % means a stronger effect; GST-tagged Rac1 F28L mutant substrate | inhibition, % at 30 µM, or IC50 in µM where a hit was titrated | hit rate 0.6% among 340,000 | AID 624330;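 active = first-screen hits whose inhibition reached a set limit at any dose in the follow-up dose series; inconclusive = inhibition above the set first-screen limit but never retested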;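 note: fluorescence reports GDP produced by GAP-driven GTP hydrolysis; strong numbers were not always called active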
Hep lipid drop: hepatic lipid droplet formation modulation. AML12 mouse hepatocytes, oleate lipid droplets, BODIPY imaging. inhibition, % at 6.5 µM. hit rate 0.4% among 240,000. AID 1656;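 active = lipid droplet intensity inhibited by at least 50%, with more than 500 cells counted; inconclusive = wells with under 300 cells, treated as cytotoxic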
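Material – AML12 mouse liver cells · Also added – oleate loading, 100 µM · Compound dosing – 6.5 µM single-point dosing · Times – overnight treatment with compound plus oleate · Measured by – fluorescence imaging, 20x objective, two fields per well · Read-out – percent inhibition of filter-corrected integrated lipid droplet intensity per well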
GPR55 activation: selective activators of receptor GPR55 – imaging, U2OS cells, beta-arrestin-GFP redistribution, primary screen (AID 1961); U2OS GPR55 beta-arrestin-GFP redistribution imaging; higher % means a stronger effect; activation, % at 10 µM, or EC50 in µM where a hit was titrated; hit rate 0.048% among 290,000;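 active = activation above 40% with more than 50 cells counted in the well; inconclusive = wells holding fewer than 50 cells, flagged as toxic or sparse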;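 note: U2OS osteosarcoma cells stably expressing GPR55 and beta-arrestin-GFP; plate controls were DMSO negative control for no effect and LPI positive control for full effect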
GPR55 antagonists: GPR55 antagonists blocking LPI-driven arrestin recruitment, primary screen, imaging, U2OS, beta-arrestin-GFP, LPI agonist (AID 2013); hit rate 0.13% among 290,000; U2OS GPR55 beta-arrestin-GFP translocation imaging, LPI antagonism; higher % means a stronger effect; inhibition, % at 10 µM; hits with a dose series show IC50 in µM;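 active = spots per cell inhibited over 60%, with over 100 cells counted and total cytoplasm intensity under 500,000; inconclusive = wells with under 100 cells, flagged as likely toxic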;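 note: U2OS cells stably carrying GPR55 and arrestin-GFP stimulated by 5 µM LPI near EC80; imaged beta-arrestin-GFP aggregate spots per cell after agonist stimulation; plate controls were LPI-stimulated DMSO wells for no effect and DMSO wells without LPI for full effect; some results filed as inactive read as strong as hits; confirmed hits need IC50 under 10 µM and bright autofluorescent wells are also inconclusive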
GPR35 antagonists: GPR35 antagonists blocking zaprinast-driven arrestin recruitment, primary screen, imaging, U2OS, beta-arrestin-GFP, zaprinast agonist (AID 2058); inhibition, % at 10 µM; hits with a dose series show IC50 in µM; hit rate 0.052% among 290,000; U2OS GPR35 beta-arrestin-GFP translocation imaging, zaprinast antagonism; higher % means a stronger effect;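 active = inhibition of at least 50% with at least 30 cells and total cytoplasm GFP at most 10,000,000; inconclusive = under 30 cells or total GFP of 10,000,000 plus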
Hep lipid drop cells 6.5 µM: second read-out of Hep lipid drop, no call of its own (marks repeat the call); cell count; measured here: cell count, cytotoxicity flag;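 cells counted across two imaged fields per well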
T cell HTS vesicle-bound %: further read-out of T cell HTS, marked with its call; double positive events, %; measured here: CD8+ vesicle-bound cell fraction;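 binding gate set so that unloaded-vesicle control wells show 10% double positive cells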
NTR1 ag cell count 20 µM: recorded beside NTR1 ag, whose call it bears; cell count; measured here: cell count, cytotoxicity flag
Numbers without * were called inactive; i = inactive; ? = inconclusive; . = not tested or not shown.

SMILES	NTR1 ag	NTR1 ag cell count 20 µM	T cell HTS	T cell HTS vesicle-bound %	LYP inhibition	Large T inhibition	Rac1 GTP hydrolysis	Hep lipid drop	Hep lipid drop cells 6.5 µM	GPR55 activation	GPR55 antagonists	GPR35 antagonists
COC(=O)[C@@H](NC(=O)Nc1ccc(OC(F)(F)F)cc1)C(C)C	0.9	47	i	29	-9%	19%	11%	.	.	1.2%	1%	18%
O=c1cc(CN2CCN(S(=O)(=O)c3ccc4ccccc4c3)CC2)nc2sccn12	-1.6	37	i	41	0%	16%	7%	5	760	-0.3%	-3%	-4%
Cc1ccc2c(c1)C(CCN)C(=O)N2Cc1ccccc1 (stereo not given)	0.2	37	i	37	-6%	-14%	8%	4	755	0.2%	-17%	-15%
O=C(CSc1ccc(F)cc1)Nc1ccc(N2CCOCC2)c(Cl)c1	1.3	49	i	72	2%	6%	8%	-12	786	-0.1%	-15%	3%
Cc1ccc(C(=O)Nc2nc3ccccc3[nH]2)cc1	-0.3	53	i	44	-5%	?	0%	-1	810	-0.2%	11%	0%
O=C1CCCC2=C1C(c1ccco1)Nc1ccc(C(=O)c3ccccc3)cc1N2 (stereo not given)	0.2	29	i	34	14%	22%	11%	.	.	-0.3%	-9%	0%
CCCOc1ccccc1NC(=O)/C=C/C(N)=O	2.4	74	i	22	-9%	23%	10%	-4	661	-0.1%	3%	-10%
CCCCNC(=O)N1c2ccccc2CC1C (stereo not given)	-0.4	79	i	45	-7%	4%	2%	-8	672	-0.4%	7%	14%
COC(=O)[C@@H](NC(=O)N1CCN(C(=O)C2COc3ccccc3O2)CC1)C(C)C (stereo not given in full)	-1.0	84	i	16	-13%	22%	11%	-18	639	-0.1%	14%	-11%
O=C(NCc1cccc(Cl)c1)c1ccc2nc(N3CCOCC3)sc2c1	0.0	55	i	29	-6%	.	7%	4	705	1.2%	8%	-24%
CCOC(=O)c1[nH]c2ccc(OC)cc2c1NC(=O)C(C)N1CCSCC1 (stereo not given)	.	.	.	.	1%	18%	.	.	.	-0.2%	2%	-2%
CCOC(=O)Cn1c(=NC(=O)C2COc3ccccc3O2)sc2cc(S(N)(=O)=O)ccc21 (stereo not given)	1.9	64	i	9	0%	10%	2%	-15	640	-0.2%	12%	-13%
CN(C(=O)COC(=O)c1cc(F)c(F)cc1Cl)c1ccccc1	-0.9	36	i	21	-6%	2%	2%	-65	819	-0.2%	-3%	-4%
Cc1nc2ccc(NC(=O)c3cccs3)cc2c(=O)n1Cc1ccc(Cl)cc1	12	53	i	31	3%	9%	8%	-6	566	1.2%	7%	4%
COc1ccccc1CNC(=O)CS(=O)Cc1nc(-c2ccc(OC)c(OC)c2)oc1C (stereo not given)	-0.1	53	i	16	-10%	9%	-2%	-5	750	-0.1%	9%	-7%
Cc1ccc(NC2CCCN(C(=O)c3cccs3)C2)cc1C (stereo not given)	0.0	46	i	12	-5%	11%	22%	-14	665	-0.2%	17%	22%
Cc1ccc(C(=O)c2ccccc2C(=O)O)s1	-2.6	56	i	53	-8%	23%	9%	.	.	0.0%	24%	-3%
CCOC(=O)C1CCCN(CCC(=O)Nc2ccc(Br)c(C)c2)C1 (stereo not given)	2.7	54	i	15	-10%	-6%	5%	-15	789	-0.1%	3%	3%
O=C(NCC1CCCO1)c1ccccc1NC(=O)c1cccc2ccccc12 (stereo not given)	-3.0	96	i	58	0%	-9%	8%	.	.	-0.1%	28%	20%
Cc1cc(=O)oc2cc3oc(=O)cc(C)c3cc12	-1.4	63	i	17	-6%	4%	8%	0	771	0.2%	0%	10%
CCN(CC)CCNc1nc2c(c(=O)[nH]c(=O)n2C)n1CCCc1ccccc1	0.8	77	i	44	-10%	15%	4%	2	831	0.7%	8%	-1%
CC(C)=C(NC(=O)c1ccccc1)C(=O)N/N=C(\C)c1ccccc1O	0.4	59	i	29	-8%	-1%	5%	0	611	-0.4%	2%	10%
CN(CCc1cn[nH]c1)Cc1nc(Cc2ccccc2)no1	-0.9	53	i	34	-8%	0%	0%	0	703	0.0%	4%	6%
CCC(=O)C1CCCN(C(=O)c2cccc(OC3CCN(S(C)(=O)=O)CC3)c2)C1 (stereo not given)	1.0	55	i	25	-9%	14%	5%	-9	616	-0.1%	11%	-5%
Cc1ccc(/C=C/c2onc(C)c2S(=O)(=O)N2CCC(C(=O)N3CCCCC3)CC2)cc1	-0.2	63	i	41	11%	6%	1%	-11	802	-0.2%	19%	1%
(listing goes on)
SMILES	NTR1 ag	NTR1 ag cell count 20 µM	T cell HTS	T cell HTS vesicle-bound %	LYP inhibition	Large T inhibition	Rac1 GTP hydrolysis	Hep lipid drop	Hep lipid drop cells 6.5 µM	GPR55 activation	GPR55 antagonists	GPR35 antagonists
COc1ccc(S(=O)(=O)N2CCCN(S(=O)(=O)c3ccc(OC)cc3C)CC2)c(C)c1	2.0	61	i	14	2%	10%	4%	-3	648	0.0%	3%	-7%
Cc1cc(Sc2ccc([N+](=O)[O-])cn2)ccc1Br	0.6	58	i	29	.	7%	7%	.	.	.	.	.
O=C(CN1C(=O)/C(=C/c2cccc(Br)c2)SC1=S)N1CCCC1	4.4	63	i	40	-12%	19%	5%	1	644	-0.2%	12%	4%
COc1cccc(-c2ncc3ccccn23)c1	-0.1	40	i	30	-4%	2%	136µM*	10	727	0.0%	-6%	1%
CC(C)CCOP(=O)(c1ccc(N(C)C)cc1)C(O)c1ccccn1 (stereo not given)	0.5	73	i	15	-4%	5%	0%	.	.	0.1%	3%	4%
O=C(COc1ccccc1)NCc1ccccc1	-1.0	55	i	35	-8%	12%	1%	12	777	-0.2%	6%	17%
CC(C)CN(C(=O)CSc1nnnn1-c1ccccc1)c1c(N)n(CC(C)C)c(=O)[nH]c1=O	0.0	32	i	52	-7%	11%	3%	4	698	-0.3%	2%	-12%
CN1CCN(C(=O)c2cc(Cl)cc(Cl)c2)CC1	-0.5	67	i	50	-16%	8%	4%	16	759	0.0%	-4%	-7%
CCN(CC)C(=O)Oc1ccc2oc(=O)cc(-c3cc4cccc(OC)c4o3)c2c1	12	64	i	48	3%	7%	5%	-4	687	1.0%	-3%	-9%
Cc1occc1-c1nnc(SCC(N)=O)o1	0.5	75	i	33	-8%	8%	15%	-25	506	-0.1%	6%	10%
CSc1ncccc1C(=O)OCC(=O)N(C)C	0.9	59	i	42	-3%	7%	0%	3	721	-0.6%	-17%	-10%
COc1ccccc1C(=O)N/N=C1/NC(=O)CC(C(=O)Nc2ccccc2)S1 (stereo not given)	-0.7	60	i	56	-2%	18%	10%	3	806	-0.3%	4%	-12%
COc1ccc(C)cc1NC(=O)C1CCN(C(=O)Cc2ccccc2)CC1	-0.2	62	i	41	-4%	0%	8%	13	682	-0.5%	-12%	-3%
COC(=O)[C@H]1C[C@@H]1[C@H](NC(=O)c1cc(C)on1)c1ccccc1	0.1	85	i	2	-3%	13%	0%	2	739	-0.1%	13%	11%
CCOC(=O)CC(=O)CSc1nc2c(sc(=S)n2-c2ccc(C)c(C)c2)c(=O)[nH]1	2.7	81	i	45	-3%	8%	8%	5	794	0.0%	-3%	6%
Cn1cnnc1SCc1ccc(F)c2ccccc12	-0.4	68	i	22	-6%	20%	13%	2	729	-0.2%	-2%	-4%
COc1ccc(NC(=O)/C(=C\c2ccc(OS(=O)(=O)c3ccc(C)cc3)cc2)NC(=O)c2ccccc2)cc1	0.1	47	i	9	6%	5%	9%	.	.	-0.1%	18%	2%
O=C1C=C(NCCc2ccccc2)C2(CCCCC2)O1	-1.4	78	i	49	-6%	1%	-1%	-4	730	0.0%	-5%	12%
O=S(=O)(c1ccc(S(=O)(=O)N(Cc2ccco2)Cc2ccccc2Cl)cc1)N1CCCC1	1.1	33	i	18	2%	12%	15%	6	512	-0.1%	3%	11%
CCOC(=O)c1ccc(NC(=O)Cc2coc3cc4c(cc23)CCC4)cc1	8.7	83	i	62	-2%	27%	5%	41	554	0.0%	-6%	0%
Cc1ccccc1OCCNc1cc(N2CCCCC2)ccc1[N+](=O)[O-]	3.3	52	i	30	-1%	5%	4%	.	.	-0.1%	2%	12%
NC1=NC(=O)CC(C(=O)NCc2ccccc2)S1 (stereo not given)	-2.3	59	i	31	-15%	-2%	3%	-7	752	-0.1%	-3%	25%
Cc1cc(OC(=O)c2c(Cl)cc(Cl)cc2Cl)nc(C)n1	-0.3	76	i	16	-8%	8%	1%	.	.	0.3%	1%	17%
O=c1[nH]c2ccc(Cl)cc2c(-c2ccccc2)c1N1CCN(c2ccccn2)CC1	12	72	i	37	-1%	6%	1%	.	.	-0.3%	8%	-15%
O=C(CS(=O)(=O)c1ccccc1)c1cc2cc(F)ccc2oc1=O	1.5	57	i	51	-3%	63µM*	13%	-10	666	-0.1%	10%	0%
O=C(Nc1ccc2nc(-c3ccco3)c(-c3ccco3)nc2c1)N1CCCCCC1	-0.5	66	.	.	17%	22%	.	-9	631	0.1%	-11%	-7%
COC(=O)c1cc(Cl)cc(Cl)c1OS(=O)(=O)N(C)C	0.2	87	i	48	-1%	-15%	11%	-6	699	-0.1%	-11%	-3%
Cn1c(SCC(=O)NC2CCCCCC2)nnc1-c1ccco1	0.5	50	i	72	-12%	26%	9%	16	872	0.3%	4%	-11%
CCN1CCN(c2ccc(NC(=O)c3ccco3)cc2)CC1	-1.3	52	i	73	-5%	3%	11%	-15	786	-0.1%	0%	-26%

Rac1 GTP hydrolysis, hit marks shown above
canonical_smiles | T cell HTS | T cell HTS vesicle-bound % | LYP inhibition | Large T inhibition | Rac1 GTP hydrolysis | GPR35 antagonists
COc1cccc(-c2ncc3ccccn23)c1 | i | 30 | -4% | 2% | 136µM* | 1%
